From PubChem
PAFAH2 FP inh = PAFAH2 (human) inhibition | inhibition, % at 3.39 µM | AID 492956 | 340,000 tested, 0.99% active | recombinant PAFAH2, FP-rhodamine activity probe, fluorescence polarization | Q99487;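 active = inhibition above the mean over all tested compounds plus 3 SD, cut at about 30% in these data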;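 also: inhibitors block probe labeling of enzyme so polarization drops; 0% = enzyme with DMSO and 100% = wells lacking PAFAH2 protein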
PAD4 FP inh = PAD4 (human) enzyme inhibition; recombinant PAD4, RCA probe fluorescence polarization; inhibition, % at 6.36 µM; 330,000 tested, 0.41% active; AID 485272;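 active = percent inhibition above a cutoff equal to the mean of all tested compounds plus 3 SD, cut at about 15% in these data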;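 also: 0% = PAD4 with RCA probe and DMSO and 100% = probe without PAD4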
PME-1 inh = blocks human protein phosphatase methylesterase 1; Q9Y570; recombinant PME-1, FP-Rh probe fluorescence polarization; inhibition, % at 5.9 µM; 320,000 tested, 0.53% active; AID 2130;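 active = inhibition above the campaign mean of all compounds plus 3 SD, cut at about 26% in these data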;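 also: competitive labeling of PME-1 active site by serine hydrolase directed probe; 0% = PME-1 with DMSO and 100% = wells lacking PME-1 enzyme; inhibitors block probe labeling so polarization falls and inhibition rises; many of its hits are not listed in these tables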
GSTO1 counter = GSTO1 inhibition, counter-screen for RBBP9 inhibitors; 300,000 tested, 1.1% active; AID 1974; recombinant GSTO1, activity-based probe fluorescence polarization; inhibition, % at 5.96 µM; P78417;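 active = inhibition above the campaign mean inhibition plus 3 SD, cut at about 35% in these data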;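 also: 0% = GSTO1-1 with DMSO and 100% = wells lacking GSTO1-1 enzyme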
PAFAH1B3 FP inh = inhibitors of human PAFAH1B3; inhibition, % at 3.39 µM; AID 492972; Q15102; recombinant PAFAH1B3, FP-rhodamine probe, fluorescence polarization; 340,000 tested, 0.28% active;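 active = inhibition above the screen-wide average of all tested compounds plus 3 SD, cut at about 25% in these data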;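 also: 0% = enzyme with DMSO only and 100% = wells lacking PAFAH1B3 protein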
Target sequence (Q15102 whole entry, looked up): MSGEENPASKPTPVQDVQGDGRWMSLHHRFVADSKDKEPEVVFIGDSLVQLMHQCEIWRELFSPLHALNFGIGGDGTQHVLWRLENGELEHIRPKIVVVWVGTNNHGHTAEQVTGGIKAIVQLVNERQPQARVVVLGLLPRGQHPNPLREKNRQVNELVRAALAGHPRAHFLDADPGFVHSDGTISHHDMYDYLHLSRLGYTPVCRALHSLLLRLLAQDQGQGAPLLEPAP
PAFAH1B2 FP inh = inhibitors of human PAFAH1B2; recombinant PAFAH1B2, FP-rhodamine activity probe, fluorescence polarization; inhibition, % at 3.39 µM; 340,000 tested, 1.2% active;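 active = inhibition above the mean of all tested compounds plus 3 SD, cut at about 24% in these data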;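 also: 0% = enzyme with DMSO and 100% = wells lacking PAFAH1B2; many of its hits are not listed in these tables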
Target sequence (P68402 whole entry, looked up): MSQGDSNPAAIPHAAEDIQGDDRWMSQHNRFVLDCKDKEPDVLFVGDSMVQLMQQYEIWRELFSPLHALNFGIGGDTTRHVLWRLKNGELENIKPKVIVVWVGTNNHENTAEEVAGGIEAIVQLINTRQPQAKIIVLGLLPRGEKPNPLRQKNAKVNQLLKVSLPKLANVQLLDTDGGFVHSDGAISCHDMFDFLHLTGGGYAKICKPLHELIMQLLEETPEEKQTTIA
LYPLA1 inh = counter-screen for PME1 inhibitors: inhibitors of human LYPLA1 | recombinant LYPLA1, FP-Rh probe fluorescence polarization | O75608 | inhibition, % at 5.9 µM | 320,000 tested, 0.16% active;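 active = inhibition above the mean of all tested compounds plus 3 SD, set per campaign, cut at about 14% in these data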;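 also: inhibitors block serine hydrolase probe labeling of LYPLA1 so polarization falls; 0% = enzyme with DMSO and 100% = wells lacking LYPLA1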
pPAFAH FP inh = pPAFAH (human) enzyme inhibition; Q13093; recombinant pPAFAH, FP-rhodamine probe fluorescence polarization; inhibition, % at 3.39 µM; 330,000 tested, 1.5% active; AID 463082;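 active = inhibition above the mean inhibition across the screen plus 3 SD, cut at about 25% in these data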;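 also: inhibitors block binding of the rhodamine activity-based probe so polarization drops; 0% = enzyme with DMSO and 100% = wells lacking pPAFAH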
Target sequence (Q13093 whole entry, looked up): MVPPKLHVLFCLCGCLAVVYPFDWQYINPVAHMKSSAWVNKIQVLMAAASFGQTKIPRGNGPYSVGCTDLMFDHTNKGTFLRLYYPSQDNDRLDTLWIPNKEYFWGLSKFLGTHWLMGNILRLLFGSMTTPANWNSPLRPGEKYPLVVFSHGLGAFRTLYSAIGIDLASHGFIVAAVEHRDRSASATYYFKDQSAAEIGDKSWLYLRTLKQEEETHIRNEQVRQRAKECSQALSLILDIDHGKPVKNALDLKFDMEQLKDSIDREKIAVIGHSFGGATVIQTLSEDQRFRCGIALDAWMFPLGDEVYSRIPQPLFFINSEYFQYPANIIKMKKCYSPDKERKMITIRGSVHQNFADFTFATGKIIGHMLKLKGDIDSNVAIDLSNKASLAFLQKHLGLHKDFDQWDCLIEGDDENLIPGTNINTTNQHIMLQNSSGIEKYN
Fam108B counter = Fam108B inhibition, counter-screen for RBBP9 inhibitors; recombinant Fam108B, FP-Rh probe fluorescence polarization; inhibition, % at 9.51 µM; 300,000 tested, 0.33% active; AID 1947;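 active = inhibition above the screen mean inhibition plus 3 SD, computed separately per campaign, cut at about 18% in these data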;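 also: inhibitors lower polarization as less probe binds the enzyme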
* marks the source's active call; other numbers are inactive results; nt = not tested or not shown.

Molecule	PAFAH2 FP inh	PAD4 FP inh	PME-1 inh	GSTO1 counter	PAFAH1B3 FP inh	PAFAH1B2 FP inh	LYPLA1 inh	pPAFAH FP inh	Fam108B counter
COc1ccc([C@H]2CC(=O)C=C(c3cccc(F)c3OC)C2)cc1	1	3	3	nt	-4	6	-2	3	nt
COC(=O)C1=C2c3[nH]c4ccccc4c3CCN2C(=O)CC1	6	1	1	0	1	5	2	2	1
CCc1nnc(NS(=O)(=O)c2ccc(NC(=O)c3cc(Cl)ccc3Cl)cc2)s1	3	-2	-4	-21	13	3	-7	2	12
O=C(Nc1ccc(Cl)cc1)Nc1ccc(-c2cnco2)cc1	-7	-3	1	-1	6	0	-1	0	3
Cc1nc(SCC(=O)Nc2ccc3c(c2)OCCO3)nc(C)c1C	-13	2	10	15	3	3	0	4	-1
CCOC(=O)c1ccc(N/C=C/C(=O)c2ccco2)cc1	6	-4	1	-4	-2	0	-2	0	-5
O=C1OCCN1C(=O)[C@H]1[C@H](c2ccc(Cl)cc2)C(c2ccc(F)cc2)=NN1c1ccccc1	-6	7	nt	nt	12	4	nt	12	nt
CCOc1cc2[nH]c(=O)n(Cc3cccc(OC)c3)c(=O)c2cc1OCC	-6	-5	1	1	2	-1	-1	3	-1
Cc1ccccc1OCc1nnc2c3cnn(C)c3ncn12	6	2	-4	2	-1	2	-3	4	1
Cc1ccc2c(c1)NC(=O)C(CC(=O)NCc1cccnc1)O2 (centres undefined)	5	-1	0	7	10	10	2	3	-1
Cc1sc(N)nc1-c1cccs1	7	-3	-5	10	12	9	-4	1	-3
COc1ccccc1C(=O)NCC(c1ccco1)N1CCc2ccccc21 (centres undefined)	2	2	6	4	5	5	-1	-3	-7
COc1ccccc1N1CCN(Cc2nnnn2CCc2ccccc2)CC1	2	-3	0	-1	7	3	0	0	-3
CC1(C)C(c2cccs2)=[N+]([O-])C2(CCCCC/C2=N\O)N1O (centres undefined)	6	-2	-2	2	4	1	-2	-2	-7
COc1ccc(CCC(=O)Nc2ccc3c(c2)OCO3)cc1OC	-1	-4	5	35*	-1	4	2	0	-3
C=CCNC(=O)c1ccccc1NS(=O)(=O)c1ccccc1	-4	-3	-3	-11	-1	0	-2	1	0
Cn1c(=O)n(C)c2cc(/C=N/NC(=S)NCc3ccccc3)ccc21	5	-6	7	-9	9	4	2	15	9
Cc1oc(C)c2c(=O)ccc3c(c12)OC(N)=C(C#N)C3c1ccccc1Cl (centres undefined)	4	-7	9	5	-1	-10	-3	25*	1
Cc1cccc(NC(=O)Cn2c(=O)n(Cc3ccccc3)c(=O)c3c(C)c(C)sc32)c1	-14	-4	4	1	0	0	-2	-3	-7
O=C(C(=O)N1CCCc2ccccc21)c1cn(CC(=O)N2CCOCC2)c2ccccc12	0	1	-1	-4	7	2	0	-1	-3

Molecule	PAFAH2 FP inh	PAD4 FP inh	PME-1 inh	GSTO1 counter	PAFAH1B3 FP inh	PAFAH1B2 FP inh	LYPLA1 inh	pPAFAH FP inh	Fam108B counter
O=S1(=O)NC(C2CC2c2ccccc2)CCO1 (centres undefined)	4	4	-4	17	7	5	2	-3	3
CCOc1ccc(OCC)c(S(=O)(=O)NCCCN2CCOCC2)c1	-6	4	-4	19	2	-1	-3	-5	-5
CN(C)C1=NC[C@H](Cc2ccccc2)N1CCCC1CCCCC1	2	-2	0	2	1	6	0	3	2
CCOc1ccc(S(=O)(=O)NCc2cccnc2)cc1C(C)C	-6	-4	8	-2	-4	6	1	-2	-3
CCOC(=O)N1CCN(S(=O)(=O)c2ccc3c(c2)OCC(=O)N3)CC1	13	1	1	0	-5	6	-3	-5	-1
Nc1ccc(C(O)(C(F)(F)F)C(F)(F)F)cc1	-1	-3	7	3	0	23	0	-5	-1
CCOc1ccc(S(=O)(=O)N(CC(=O)NCC2CCCO2)c2ccc(F)cc2)cc1 (centres undefined)	-5	-5	1	0	8	4	0	4	-3
CCOC(=O)CCC(=O)Nc1ccc(S(=O)(=O)N2CCCC2)cc1	0	2	-3	2	10	4	2	2	1
CCOc1cc2nc(-c3ccc(OC)c(OC)c3)nc(N3CC(C)OC(C)C3)c2cc1OC (centres undefined)	nt	-3	-5	1	nt	nt	-2	2	2
Cn1c(N)c(C(=O)c2cc(-c3ccncc3)nc3ccccc23)c(=O)n(C)c1=O	-2	0	-5	-6	2	2	1	-3	7
COc1ccccc1CNC(=O)C(=O)NCCC1CCCCN1S(=O)(=O)c1cccs1 (centres undefined)	-10	-6	-4	0	6	4	-2	2	-2
CCCCCCCCCCCCCCCC[n+]1ccc(/C=N/O)cc1	27	6	56*	3	61*	33*	15*	50*	41*
Nc1nnc(-c2cccc(F)c2)s1	10	5	-3	13	9	-1	-1	0	-1
Cc1ccc(SCC(=O)NNC(=O)C2CCCCC2)cc1	-4	-3	1	-5	5	8	1	2	2
O=C(CC(=O)NCc1cccnc1)NCc1cccnc1	5	4	-6	8	-1	-1	1	-2	-4
CC(=O)Nc1ccc2c(c1)nc(C)n2-c1ccccc1	-4	0	2	-5	6	4	1	2	-1
O=C(NCCc1ccccc1F)C1CCC(=O)N(Cc2ccccc2F)C1 (centres undefined)	-2	2	7	5	0	4	4	5	-1
CCOc1ccc(NC(=O)CN(C)C(=O)c2cc(S(=O)(=O)N3CCCCCC3)ccc2OC)cc1OCC	3	-2	2	6	14	7	0	4	-3
Cc1cnc(C(=O)Oc2cccc(Cl)c2Cl)cn1	-3	-6	3	11	8	4	4	7	-4
CC1CCCC(NC(=O)COC(=O)CCC(=O)c2cccs2)C1C (centres undefined)	-7	-1	nt	nt	6	4	nt	8	nt

Molecule	PAFAH2 FP inh	PAD4 FP inh	PME-1 inh	GSTO1 counter	PAFAH1B3 FP inh	PAFAH1B2 FP inh	LYPLA1 inh	pPAFAH FP inh	Fam108B counter
CC(=O)N(c1ccc(C)cc1)S(=O)(=O)c1ccc(Cl)cc1	3	1	-4	-13	-4	8	-4	3	4
COC(=O)c1c(C(=O)OC)c2cc(C)ccn2c1Cl	-6	1	5	1	-2	-4	0	2	1
COc1cc(NC(=S)NC(=O)c2c(OC)cccc2OC)ccc1NC(=O)c1cccs1	-4	-3	-15	5	-4	-7	-10	2	-6
COc1ccc2cc(C)c3nnc(SCC(=O)Nc4cc(OC)c(OC)cc4C(=O)O)n3c2c1	3	-1	-5	-2	0	1	-5	1	2
O=C(Nc1cnccn1)c1ccc(Cl)cc1	-5	-3	-7	-5	-6	8	0	-2	-4
O=C(Oc1ccc2c3c(c(=O)oc2c1)CCC3)c1ccccc1[N+](=O)[O-]	nt	1	6	4	nt	nt	2	4	0
O=C(NCc1cccs1)C1CCCN1C(=O)Nc1ccc(F)cc1 (centres undefined)	-1	-6	-1	-2	-3	7	2	3	-4
COc1ccc(CCNC(=O)c2ccc(N(C)S(=O)(=O)c3ccc(C)cc3)cc2)cc1OC	2	-2	5	3	2	8	-1	-1	4
CCCOc1ccc(/C(O)=C2/C(=O)C(=O)N(CCCOC)C2c2ccncc2)cc1 (centres undefined)	1	-6	0	3	0	-3	1	2	-2
Cc1cc(NC(=O)c2nn(C)c(C)c2[N+](=O)[O-])no1	-4	-5	-7	-4	4	1	-5	-11	-5
CCCCC(=O)Nc1ccc(N2CCN(C(=O)c3ccco3)CC2)cc1	-3	-6	0	-2	8	0	4	2	-4
CCOC(=O)C1CCN(C(=O)CNC(=O)c2nn(-c3ccc(OC)c(OC)c3)c(=O)c3ccccc23)CC1	-3	-5	2	0	7	1	0	2	2
Cc1ccsc1/C=N/Nc1nc2ccccc2s1	-2	-3	21	1	7	6	-2	9	4
Cc1cc(C)c2c(c1)NC(=O)C2(O)CC(=O)c1cccs1 (centres undefined)	1	-3	1	-2	2	3	3	-4	-1
Cc1cc(C)n(-c2ccc(N3CCOCC3)nn2)n1	2	-4	-3	4	9	2	-3	1	-1
CCC1CCCCN1C(=S)NC1CCCCC1 (centres undefined)	3	-3	2	-1	2	3	-2	4	-5
Cc1c(C(=O)c2ccc([N+](=O)[O-])cc2)c(=O)n(C)c(=O)n1C	1	-4	4	9	5	2	1	0	5
CSc1ccc(CNC(=O)c2ccc(NC(=O)C3=CSCCO3)cc2)cc1	-7	-3	-11	3	9	3	-1	-6	-8
COC(=O)c1ccsc1NC(=O)CCS(=O)(=O)c1ccccc1	-1	-6	-4	7	2	1	-2	-1	-1
O=C(CN(c1ccc(Cl)c(C(F)(F)F)c1)S(=O)(=O)c1ccccc1)N1CCOCC1	-6	-3	1	2	9	0	4	-4	-2

Molecule	PAFAH2 FP inh	PAD4 FP inh	PME-1 inh	GSTO1 counter	PAFAH1B3 FP inh	PAFAH1B2 FP inh	LYPLA1 inh	pPAFAH FP inh	Fam108B counter
CC(C)(C)c1ccc(C(=O)N2CCCC2c2cccs2)cc1 (centres undefined)	2	0	3	3	10	7	0	6	-3
Cc1ccccc1C(=O)NCC(=O)NC1CC1	13	2	nt	nt	6	2	nt	1	nt
CSc1cccc(CNC(=O)C2CCC(=O)N(CCc3ccccn3)C2)c1 (centres undefined)	6	0	4	-3	4	10	-1	3	3
Cc1ccc2nc(SCC(=O)Nc3ccc4c(c3)OCCO4)[nH]c2c1	-2	2	2	2	4	-2	-4	2	-4
CCOc1cccc(C(=O)NNC(=O)CCC(=O)O)c1	8	0	4	-2	9	-1	5	4	1
COc1ccc(C(CC(=O)N2CCCCC2)c2c(O)cc(OC)cc2OC)cc1 (centres undefined)	8	-3	1	4	4	6	-5	-2	2
CCCCn1c(NS(=O)(=O)c2ccc(C)cc2)c(S(=O)(=O)c2ccccc2)c2nc3ccccc3nc21	49*	36*	5	78*	72*	34*	-4	4	1
COc1ccc(CC(=O)Nc2ccccc2N2CCCC2)cc1OC	4	1	3	5	12	0	-3	-1	0
O=C(NCC(=O)N(CC1CCCO1)C(C(=O)NC1CCCC1)c1ccc(F)cc1)c1ccco1 (centres undefined)	2	4	0	2	8	4	6	3	3
O=S1(=O)N=C(Nc2ccc(O)cc2)c2ccccc21	-1	-1	1	7	13	0	-2	0	-12
Cc1ccc(Oc2ccc(NC(=O)c3ccco3)cc2)cc1	2	-3	-3	0	-2	1	0	4	-8
O=C(Nc1cccnc1)Nc1ccc(Br)cc1Cl	-9	-1	0	-74	-4	-3	-10	0	-7
O=C(CN1CCN(c2nc(-c3ccccc3)cs2)CC1)NNC(=O)c1ccco1	1	-3	1	4	2	-5	1	9	-1
CN(c1ccccc1)S(=O)(=O)c1ccc(Cl)c(C(=O)OCC(=O)NCc2ccco2)c1	2	1	-1	5	5	6	-1	17	-1
COc1cc(NC(=O)C2CC(c3c(F)cccc3Cl)=NO2)cc(OC)c1OC (centres undefined)	-4	-1	-5	-2	5	-4	1	4	2
COC(CNC(=O)CNC(=S)N(Cc1ccccc1)Cc1cccnc1)OC	3	0	-6	11	10	2	1	9	1
O=C(O)CNC(=O)CCN1C(=O)c2ccccc2C1=O	1	1	-2	3	6	3	-2	6	1
COC(=O)c1ccccc1NC(=O)c1ccc2nccnc2c1	14	-2	-5	-7	10	-3	-7	11	-3
COc1ccc(CN(C)CC2CCCN(CCc3ccccc3C)C2)cc1O (centres undefined)	-5	-1	5	2	2	4	1	1	-3
Cc1cccc(C)c1Nc1c(-c2ccc(N3CCOCC3)cc2)nc2cnccn12	2	-2	0	4	5	1	3	3	6

Some of the compounds tested. The share of hits here may be higher or lower than overall.
